Bioassay records from PubChem.
D1 antagonist – antagonists of human D1 dopamine receptor; activity change, negative = inhibition, % at 10 µM; 360,000 compounds, 3.2% hits; P21728; HEK293 TREx D1 cells, calcium flux, dopamine EC80; stronger effect = lower value; in the data active means activity change below about -30%; further: on the % scale 0 is the no-effect control and ±100 the full control effect
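Kinetic fluorescence of a calcium dye serves as the read-out. D1-expressing Hek293 Trex cells, induced overnight at 30 C, are exposed to compound for 180 s before an EC80 dopamine addition, then read 180 s further.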
RXFP1 antagonist – antagonists of human relaxin receptor RXFP1. 350,000 compounds, 0.59% hits. HEK293-RXFP1, relaxin-stimulated cAMP HTRF, 30 min; stronger effect = lower value. activity change, negative = inhibition, % at 57.5 µM. Q9HBX9. AID 1259400;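 active means activity change of -60% or lower, but not beyond a set lower limit; inconclusive means change between -60% and -40%, or beyond the set limit; inactive means change above -40%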; further: on the % scale 0 is the no-effect control and ±100 the full control effect
Target sequence (Q9HBX9 whole entry, looked up): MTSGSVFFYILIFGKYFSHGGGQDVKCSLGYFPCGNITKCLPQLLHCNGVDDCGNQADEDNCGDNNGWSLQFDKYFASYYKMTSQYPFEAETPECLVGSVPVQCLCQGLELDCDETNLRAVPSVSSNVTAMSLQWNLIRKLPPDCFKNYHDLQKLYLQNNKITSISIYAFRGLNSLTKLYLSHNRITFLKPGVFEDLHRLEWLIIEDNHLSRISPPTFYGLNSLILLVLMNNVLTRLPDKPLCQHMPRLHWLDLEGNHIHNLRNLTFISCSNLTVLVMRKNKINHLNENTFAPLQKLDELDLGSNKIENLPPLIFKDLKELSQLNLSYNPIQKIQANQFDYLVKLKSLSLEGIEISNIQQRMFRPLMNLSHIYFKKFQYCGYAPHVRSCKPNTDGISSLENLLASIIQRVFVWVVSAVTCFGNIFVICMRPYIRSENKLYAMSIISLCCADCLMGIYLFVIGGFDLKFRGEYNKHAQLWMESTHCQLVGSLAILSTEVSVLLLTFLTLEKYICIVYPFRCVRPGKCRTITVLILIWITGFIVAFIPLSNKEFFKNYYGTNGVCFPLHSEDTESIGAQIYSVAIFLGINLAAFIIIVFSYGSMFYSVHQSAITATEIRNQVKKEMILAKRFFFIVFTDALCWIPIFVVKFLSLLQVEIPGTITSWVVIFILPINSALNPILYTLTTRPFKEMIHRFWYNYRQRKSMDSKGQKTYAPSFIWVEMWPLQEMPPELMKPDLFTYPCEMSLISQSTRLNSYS
D1 agonist – agonists of human D1 dopamine receptor | activation, % at 2 µM | 360,000 compounds, 1% hits | HEK293 T-REx D1 cells, calcium flux, agonist mode; in the data active means activation above about 30%; further: 0% is about no effect
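Tetracycline-induced HEK293 TREx D1 cells, force-coupled to calcium signalling, were dye-loaded with a no-wash calcium kit. Compound was pin-added after a 10 s baseline. Fluorescence was read kinetically at 1 cycle/s for 180 s, with calcium rises flagged as agonism.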
RXFP1 ag – agonists of human relaxin receptor RXFP1 | HEK293T-RXFP1 cAMP TR-FRET, 30 min; response scale: percent of porcine relaxin response, buffer zero | 370,000 compounds, 0.3% hits | Potency, µM (top dose mostly 57.5 µM), inactives show at the highest dose activation, hits mostly activators; further: potency means the concentration at half of the fitted maximal effect; on the % scale 0 is the no-effect control and ±100 the full control effect; nearly all actives have a fitted effect of over 60% in size; many of its hits are not listed in these tables
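cAMP rise read by TR-FRET after 30 min, 37C compound exposure (up to 58 uM) in RXFP1-transfected HEK293 cells with Ro 20174 present. EC50 from Hill-equation fits, with 29 nM porcine relaxin as 100% and buffer as basal.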
Vif-APOBEC3G blk – blocks the Vif interaction with human APOBEC3G; Q9HC16; HeLa A3G-eYFP + Vif (tagged APOBEC3G with the HIV-1 protein that degrades it), YFP fluorescence, overnight; Potency, µM (titrated, usually from 46.1 µM), for inactives: top-dose activity, negative = active, actives largely listed as inhibitors; 410,000 compounds, 0.076% hits;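 further: potency means the concentration at half of the fitted maximal effect; on the % scale 0 is the no-effect control and ±100 the full control effect; nearly all actives have a fitted effect of over 60% in size; hits raise eYFP signal because A3G escapes Vif-driven loss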
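Read-out is eYFP fluorescence (Ex 488/Em 500-530) from Vif-expressing HeLa A3G-eYFP cells; more signal means A3G escaped Vif-mediated degradation. Cells plated overnight, compound pinned in, incubated overnight at 37 deg C.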
D1 PAM – enhances dopamine response at the human D1 receptor; potentiation, % at 10 µM; HEK293 TREx D1 cells, calcium flux, dopamine EC20 potentiation; 360,000 compounds, 0.036% hits; AID 504651; in the data active means potentiation above about 30%; further: 0% is about no effect
D2 PAM – positive allosteric modulators of human D2 dopamine receptor. P14416. HEK293 T-REx D2, calcium flux, EC20 dopamine potentiation. potentiation, % at 10 µM. 340,000 compounds, 0.34% hits. AID 485347;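 active means potentiation over 3 SD above the plate norm, cut at about 30% in these data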; further: 0% is about no effect
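Primary screen. Calcium kinetics in induced HEK293 T-REx D2 cells: compound pre-addition 180 s, EC20 dopamine, 180 s more.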
Glioma ERSR ind – inducers of ER stress response in human glioma cells; U87-MG GRP78 promoter luciferase reporter, 16 h; Potency, µM, inactives show top-dose activation, most hits filed as activators; 420,000 compounds, 0.02% hits; further: potency means the concentration at half of the fitted maximal effect; series mostly up to about 76 µM; % of control where 0% means no effect; nearly all actives have a fitted effect of over 35% in size
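Stably transfected U87-MG human glioma cells carrying a GRP78-based luminescent sensor were seeded at 1000 cells/well, pin-dosed with compounds and incubated 16 h. Luciferase reagent was then added, and end-point luminescence was read after 10 min at room temperature.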
Vif-A3F inh – inhibitors of Vif-A3F interaction; HeLa A3F-eYFP + Vif (tagged APOBEC3F with the HIV-1 protein that degrades it), YFP fluorescence increase; Potency, µM (titrated, usually from 46.1 µM), for the others: at the top dose activity, negative = active; 390,000 compounds, 0.2% hits; further: potency means the concentration at half of the fitted maximal effect; % of control where 0% means no effect; nearly all actives have a fitted effect of over 65% in size
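Fluorescence increase (Ex 488/Em 500-530) after overnight compound treatment at 37 deg C flags inhibition of Vif-driven A3F-eYFP loss in stable HeLa A3F-eYFP/Vif cells seeded overnight beforehand.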
* hit, by the source's call; ? = inconclusive; . = no result given; & = joins results of further samples. Unless noted, the call rests on the fitted dose curve; in most records, active means well fitted curve in the direction sought with a large enough effect; inconclusive means small, poorly fitted or top-dose-only effect, or another doubt; inactive means no such curve, though single readings can be large; an effect the other way counts as inactive or inconclusive. This is a subset; count on the stated rates, not on these rows.

Below each SMILES – D1 antagonist	RXFP1 antagonist	D1 agonist	RXFP1 ag	Vif-APOBEC3G blk	D1 PAM	D2 PAM	Glioma ERSR ind	Vif-A3F inh
- Cc1ccc(NC(=O)Cn2c(=O)n(CCCC(=O)NCc3ccco3)c(=O)c3ccccc32)cc1
 : 7.9	-8.2	1.5	-1.4%	-6.4%	3.5	6.3	-4.2%	-11.0%
- COc1cccc(/C=c2\s/c(=C\C(=O)C(C)(C)C)[nH]c2=O)c1
 : 0.1	-90.6*	-2.3	0.4%	-30.5%	0.4	-2.6	3.0%	-11.0%
- Cc1cccc(NC(=O)NC2CCCc3ccccc32)c1 (stereo not given)
 : -43.6*	3.4	1.7	2.7%	-4.4%	0.4	-12.2	10.8%	-6.4%
- Cc1ccc(-n2nc3ccc(NC(=O)c4oc5ccc(C)cc5c4C)cc3n2)cc1
 : 2.4	-0.1	-3.0	1.2%	-9.7%	-1.3	-2.6	-0.3%	-5.8%
- Cc1ccc(S(=O)(=O)Nc2cc(=O)[nH]c(SCC(=O)Nc3ccccc3C(F)(F)F)n2)cc1
 : -0.2	6.8	0.9	3.9%	-0.8%	.	-4.6	-3.8%	-25.0%
- O=C(/C=C/c1ccccc1)NCCc1c[nH]c2ccccc12
 : .	-0.7	.	.	-7.5%	.	.	3.8%	2.2%
- CC(=O)c1cccc(NC(=O)CCCCCn2nnc3ccccc3c2=O)c1
 : -14.2	-2.7	1.3	6.3%	-1.9%	-10.7	-14.1	0.0%	-4.1%
- O=C(CCC(=O)N1CCSc2ccccc21)NCc1ccc(Cl)cc1
 : -3.6	-4.9	6.4	4.2%	-0.1%	5.8	-10.4	3.9%	4.4%
- Cc1ccc(S(=O)(=O)N(C)C)cc1NC(=O)C1CCCCN1S(=O)(=O)c1ccccc1 (stereo not given)
 : -23.1	5.6	2.4	-0.2%	1.1%	-2.8	-8.1	0.6%	7.4%
- CC1=CCC2C(=O)N(c3nc4ccccc4n3C)C(=O)C2C1 (stereo not given)
 : 18.8	10.8	0.2	2.1%	2.7%	-0.5	-7.9	-0.8%	-2.3%
- CCOc1ccc(C(=O)OCc2cc(=O)n3nc(C4CCCCC4)sc3n2)cc1
 : -5.3	.	6.9	-1.6%	4.5%	-3.2	-4.5	-3.3%	5.3%
- CC(C)(C)OC(=O)N1CCC(C(=O)N[C@@H](Cc2ccccc2)C(=O)O)CC1
 : -0.5	-2.2	0.7	-0.5%	-0.8%	-0.1	18.1	-3.9%	-11.5%
- COc1ccc(C)c2sc(N(CCCN(C)C)C(=O)c3ccc(S(=O)(=O)N4CCc5ccccc5C4)cc3)nc12
 : .	-35.2	.	.	0.2%	.	.	-13.7%	-4.0%
- O=C(NC(=S)Nc1ccc2c(c1)OCCO2)c1cccc(Br)c1
 : -5.6	-2.4	4.7	-0.2%	2.4%	-2.8	3.8	-0.7%	-9.0%
- O=P(O)(O)c1ccccc1OCCOCCOCCOCCOc1ccccc1P(=O)(O)O
 : 1.5	1.2	1.0	-0.5%	0.1%	6.5	.	6.9%	10.1%
- O=C(N[C@@H](Cc1ccccc1)C(=O)OCc1ccccc1)c1nc[nH]c1C(=O)NC(c1ccccc1)c1ccccc1
 : -8.5	.	6.2	4.0%	-3.0%	-1.0	-4.8	-2.8%	6.9%
- CCc1ccc(NC(=O)C(CC)n2nnc(C(=O)OC)c2C(=O)OC)cc1 (stereo not given)
 : -6.1	-16.9	8.4	-0.1%	-1.1%	-2.0	.	-2.3%	1.7%
- COc1ccc2nc(Cl)c(C#N)cc2c1
 : 4.4	-5.1	1.3	1.2%	15.2%	2.8	-0.1	-2.4%	-4.5%
- CCOC(=O)c1cc(-c2ccccc2)sc1NC(=O)c1ccc(OC)c(OC)c1
 : -15.9	12.0	0.7	3.3%	-4.7%	-3.9	3.8	-2.9%	0.1%
- COc1ccccc1-c1nc2c3c(-c4ccccc4)c(-c4ccccc4)oc3ncn2n1
 : 3.9	-10.5	0.1	0.3%	-6.4%	2.0	4.7	-2.9%	1.5%
- CCCC(=O)Nc1nc(C)c(-c2csc(Nc3cc(OC)ccc3OC)n2)s1
 : 4.4	.	1.2	-1.3%	-17.8%	-7.8	-5.1	-4.2%	0.7%
- CC(=O)Nc1ccc(S(=O)(=O)NCC(=O)NC(C)c2ccc(S(N)(=O)=O)cc2)cc1 (stereo not given)
 : 11.5	-8.1	3.4	0.8%	7.6%	-0.1	4.3	3.7%	-2.1%
- Cc1ccc(NC(=O)C(c2ccccc2)c2ccccc2)c(O)c1
 : 1.7	-25.9	1.9	-0.6%	-14.1%	-8.2	-6.5	-2.7%	-22.4%
- O=C(CCc1ccc(O)c(O)c1)NNC(=S)NCCc1ccccc1
 : -24.3	16.4	6.8	-1.4%	2.0%	-5.6	-24.5	-0.5%	-2.5%
- CC1CCCCC1NC(=S)NC(=O)c1cccs1 (stereo not given)
 : 5.7	-2.9	1.0	0.0%	-10.8%	8.9	-14.4	3.7%	?
- Cc1cccc(C)c1NC(=O)CCCSc1nnc(-c2ccc(F)cc2)n1-c1ccccc1
 : 15.5	3.9	0.4	1.0%	1.1%	-0.9	0.2	-4.0%	-0.1%
- O=C1N=C(N2CCOCC2)S/C1=C1\C(=O)N(Cc2ccccc2)c2ccccc21
 : 3.8	4.2	0.2	0.0%	-3.1%	-4.3	-2.4	1.8%	-3.8%
- Cc1cccc(N2CCN(C(=O)c3ccc4c(c3)N(Cc3ccccc3)C(=O)c3ccccc3S4(=O)=O)CC2C)c1 (stereo not given)
 : -26.4	12.2	1.9	0.2%	.	0.0	-3.1	.	.
- O=C(CSc1oc(-c2ccco2)nc1S(=O)(=O)c1ccc(Cl)cc1)Nc1ccc(F)cc1
 : 2.2	-17.1	5.2	3.9%	-5.2%	1.9	19.6	-4.1%	-3.1%
- CC(=O)c1cc2ccc(O)cc2oc1=O
 : 5.1	-4.2	37.8*	3.4%	-0.2%	0.5	.	-2.6%	2.3%
- CCc1nnc(NS(=O)(=O)c2ccc(N/C=C\C(=O)c3cccc(OC)c3)cc2)s1
 : 22.5	-2.3	4.2	1.8%	-0.5%	-2.6	-5.2	7.7%	6.2%
- Cc1ccc(-c2onc3ccc(C(=O)O)cc23)cc1
 : 2.5	2.6	6.3	4.2%	-9.9%	-5.0	-1.7	-14.3%	-2.9%
- O=C(CCCOc1ccccc1)NN1C(=O)NC2(CCCCC2)C1=O
 : -43.2*	-14.4	-0.1	1.2%	2.0%	-6.2	-10.5	-1.6%	8.7%
- O=C(c1ccc(Br)cc1)c1cc(-c2ccccn2)c(N2CCOCC2)s1
 : -0.5	-9.6	2.6	10.9%	-4.0%	-3.4	-12.9	-3.4%	-9.0%
- CCCNC(=O)Cn1c(=O)oc2cc(S(=O)(=O)N3CCCC3)ccc21
 : -3.3	.	1.4	3.3%	0.3%	-2.9	-3.1	-5.3%	-7.8%
- COc1ccc(CNC(=O)C[C@H]2C(=O)N(Cc3ccc(OC)cc3)C[C@@H]2Cc2ccccc2)cc1
 : 7.0	.	0.2	-2.6%	4.9%&-1.3%	-3.4	-2.6	-3.4%&-2.6%	-0.5%
- O=C(c1ccc(Nc2cccc(C(F)(F)F)c2)nc1)N1CCCC1
 : 2.8	-32.5	0.8	-1.5%	0.1%	0.2	0.3	1.9%	-4.5%
- Cc1nn(CCC(=O)NNC(=S)Nc2ccc(F)cc2)c(C)c1[N+](=O)[O-]
 : 3.2	-7.0	-3.2	1.4%	0.6%	-6.0	1.0	0.1%	-0.9%
- O=C(CCSCCC(=O)NCc1cccs1)NCc1cccs1
 : 5.9	-11.2	3.0	3.0%	-3.8%	12.6	5.8	-1.2%	-6.7%
- Cc1cc(C)n(-c2nc3ccccc3nc2Nc2cc(C(=O)O)ccc2C)n1
 : -22.6	-15.7	1.5	1.1%	-0.2%	3.3	0.9	0.6%	8.5%
- O=C(CSc1nnc(-c2ccc(F)cc2)c2ccccc12)NCC1CCCO1 (stereo not given)
 : -22.3	.	2.2	?	0.7%	2.5	-1.5	-0.8%	-2.3%
- Cc1ccc(OCCNc2ccc(S(=O)(=O)N3CCCC3)cn2)cc1
 : 7.6	-1.5	1.5	-0.7%	-0.5%	-1.7	14.2	3.7%	3.8%
- CC1=C(C(=O)Nc2ccc(F)cc2)C(c2cccc(C)c2)n2nc(CCCO)nc2N1 (stereo not given)
 : -5.7	-16.6	0.6	-1.0%	1.3%	-5.3	-10.8	-4.2%	-7.0%
- COc1ccc(CCN(C)C(=O)COc2ccc(N(C)S(=O)(=O)c3ccc(C)cc3)cc2)cc1OC
 : 9.4	-21.2	2.6	0.7%	-3.5%	-9.5	4.3	-2.4%	-13.4%
- COc1ccccc1CNC(=O)C1CCN(c2nnc(C)c3c(C)n(-c4ccccc4)nc23)CC1
 : 0.9	-2.1	1.0	0.4%	.	-1.2	-8.1	.	.
- O=C(O)C1C2CCC(O2)C1C(=O)NCCC1=CCCCC1 (stereo not given)
 : 4.7	.	4.5	0.2%	-9.2%	-1.8	12.3	-1.2%	0.7%
- Cc1ccc(N(C)S(=O)(=O)c2csc(C(N)=O)c2)cc1C
 : 4.8	-4.7	2.8	4.2%	-1.0%	-3.3	12.8	5.5%	1.1%
- CCCCOC(=O)NCN1C(=O)C2C3C=CC(C3)C2C1=O (stereo not given)
 : -10.5	-14.0	0.1	-0.6%	0.6%	-4.8	-5.8	-1.7%	.

Sorted by molecular weight (descending): part of the list above
Below each SMILES – D1 antagonist	RXFP1 antagonist	D1 agonist	RXFP1 ag	Vif-APOBEC3G blk	D1 PAM	D2 PAM	Glioma ERSR ind	Vif-A3F inh
- O=C(c1ccc(Br)cc1)c1cc(-c2ccccn2)c(N2CCOCC2)s1
 : -0.5	-9.6	2.6	10.9%	-4.0%	-3.4	-12.9	-3.4%	-9.0%
- O=C(CSc1nnc(-c2ccc(F)cc2)c2ccccc12)NCC1CCCO1 (stereo not given)
 : -22.3	.	2.2	?	0.7%	2.5	-1.5	-0.8%	-2.3%
- CCCCOC(=O)NCN1C(=O)C2C3C=CC(C3)C2C1=O (stereo not given)
 : -10.5	-14.0	0.1	-0.6%	0.6%	-4.8	-5.8	-1.7%	.
